KLF5 inhibitor = kruppel-like factor 5 inhibition. DLD-1 KLF5 promoter-luciferase reporter, luminescence. inhibition, % at 5 µM. 290,000 tested, 0.23% active;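 active means inhibition above a per-plate limit of that plate's mean compound inhibition plus 3 SD, cut at about 60% in these data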;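 further: 0% = DMSO wells and 100% = LY294002 at 200 µM; higher means less KLF5 promoter-driven luciferase light; inactives centre near -14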
IEC-6 tox = IEC-6 cytotoxicity, counter-screen for KLF5 inhibitors; luminescence viability; inhibition, % at 5 µM; 290,000 tested, 0.78% active; AID 1825; in the data active means inhibition above about 22%;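 further: 0% = plate median of test compound wells and 100% = cytotoxic reference compound wells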
HSP90 refold inh = blocks HSP90-mediated luciferase refolding in reticulocyte lysate; 290,000 tested, 0.91% active; AID 1789; inhibition, % at 5.6 µM; Rabbit reticulocyte lysate, luciferase refolding luminescence, 3 h;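 active means inhibition above the screen-wide mean plus 3 SD, computed separately per campaign, cut at about 16% in these data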;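 further: 0% = DMSO wells and 100% = 60 µM geldanamycin wells; inhibitors lower the luminescence because luciferase stays unfolded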
GSK3 alpha inh = human GSK-3 alpha kinase inhibition | P49840 | 320,000 tested, 0.1% active | inhibition, % at 10 µM | AID 2650 | ADP-Glo luminescence, 60 min;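 in the data active means inhibition above about 50%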;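 further: GST-tagged GSK-3 alpha with peptide substrate and 25 µM ATP; 0% = DMSO neutral wells and 100% = GW8510 positive control wells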
Target sequence (P49840 whole entry, looked up): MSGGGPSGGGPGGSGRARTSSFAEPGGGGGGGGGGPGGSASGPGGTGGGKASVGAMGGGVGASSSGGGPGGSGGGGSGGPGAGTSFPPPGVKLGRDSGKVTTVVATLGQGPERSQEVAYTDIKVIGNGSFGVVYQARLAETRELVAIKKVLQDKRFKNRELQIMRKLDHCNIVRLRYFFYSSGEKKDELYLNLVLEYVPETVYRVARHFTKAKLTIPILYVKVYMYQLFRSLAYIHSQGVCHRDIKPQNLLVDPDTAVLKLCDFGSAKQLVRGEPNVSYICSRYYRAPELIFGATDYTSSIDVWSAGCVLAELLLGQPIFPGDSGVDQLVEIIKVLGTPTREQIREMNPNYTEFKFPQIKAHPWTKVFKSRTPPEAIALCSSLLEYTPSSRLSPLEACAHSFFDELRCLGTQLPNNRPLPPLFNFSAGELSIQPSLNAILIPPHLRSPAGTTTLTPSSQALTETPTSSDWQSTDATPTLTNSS
The depositor's hits bear a star; . = not tested or not shown. Not all compounds are listed, so the mix of outcomes need not match the whole.

Letter code: A = KLF5 inhibitor; B = IEC-6 tox; C = HSP90 refold inh; D = GSK3 alpha inh
[1] CC1O[C@@H](OCC2O[C@@H](Oc3cc(O)c4c(c3)OC(c3ccc(O)cc3)CC4=O)[C@H](O)[C@@H](O)[C@@H]2O)[C@H](O)[C@H](O)[C@H]1O (some centres undefined)
  A = . | B = . | C = . | D = 0

[2] CCc1cccc(CC)c1NC(=O)CN(CC(=O)O)CC(=O)O
  A = . | B = . | C = . | D = -1

[3] C[C@H](CCC(=O)O)[C@H]1CC[C@H]2[C@@H]3[C@H](O)C[C@@H]4C[C@H](O)CC[C@]4(C)[C@H]3CC[C@]12C
  A = . | B = . | C = . | D = -2

[4] Nc1ncnc2c1c(-c1ccc(Oc3ccccc3)cc1)cn2C1CCCC1
  A = . | B = . | C = . | D = 0

[5] CC(C)(C)NCC(O)COc1cccc2c1CC(O)C(O)C2 (centres undefined)
  A = . | B = . | C = . | D = 0

[6] CCc1ccccc1OC[C@@H](O)CN[C@H]1CCCc2ccccc21
  A = . | B = . | C = . | D = 1

[7] C[C@@H]1C[C@H]2[C@@H]3CCC4=CC(=O)C=C[C@]4(C)[C@@]3(Cl)[C@@H](O)C[C@]2(C)[C@@]1(OC(=O)c1ccco1)C(=O)CCl
  A = . | B = . | C = . | D = -6

[8] COc1cc(N)c(Cl)cc1C(=O)N[C@H]1CCN(CCCOc2ccc(F)cc2)C[C@H]1OC
  A = . | B = . | C = . | D = 0

[9] O=C1c2c(O)ccc(O)c2C(=O)c2c(NCCNCCO)ccc(NCCNCCO)c21
  A = . | B = . | C = . | D = 62*

[10] Cn1ccc2cc3c(cc21)CCN3C(=O)Nc1cccnc1
  A = . | B = . | C = . | D = 2

[11] CC(=O)OCC(=O)[C@@]1(O)CC[C@H]2[C@@H]3CCC4=CC(=O)C=C[C@]4(C)[C@@]3(F)[C@@H](O)C[C@@]21C
  A = . | B = . | C = . | D = 1

[12] O=C(Nc1cc(-c2ccccc2)nn1-c1ccccc1F)c1ccc([N+](=O)[O-])cc1
  A = . | B = . | C = . | D = 0

[13] CC[C@]12CCCN3CCc4c(n(c5ccccc45)[C@](O)(C(=O)OC)C1)[C@@H]32
  A = . | B = . | C = . | D = -2

[14] CN(C)C/C=C(\c1ccc(Br)cc1)c1cccnc1
  A = . | B = . | C = . | D = -1

[15] COc1cc(N)c(Cl)cc1C(=O)N[C@@H]1CCN(CCCOc2ccc(F)cc2)C[C@@H]1OC
  A = 12 | B = 8 | C = 4 | D = .

[16] O=C1NC(=S)S/C1=C\C=C\c1ccc([N+](=O)[O-])o1
  A = 10 | B = -28 | C = 1 | D = .

Part of the list above in order of heavy-atom count, descending:
Letter code: A = KLF5 inhibitor; B = IEC-6 tox; C = HSP90 refold inh; D = GSK3 alpha inh
[1] CC1O[C@@H](OCC2O[C@@H](Oc3cc(O)c4c(c3)OC(c3ccc(O)cc3)CC4=O)[C@H](O)[C@@H](O)[C@@H]2O)[C@H](O)[C@H](O)[C@H]1O (some centres undefined)
  A = . | B = . | C = . | D = 0

[8] COc1cc(N)c(Cl)cc1C(=O)N[C@H]1CCN(CCCOc2ccc(F)cc2)C[C@H]1OC
  A = . | B = . | C = . | D = 0

[11] CC(=O)OCC(=O)[C@@]1(O)CC[C@H]2[C@@H]3CCC4=CC(=O)C=C[C@]4(C)[C@@]3(F)[C@@H](O)C[C@@]21C
  A = . | B = . | C = . | D = 1

[13] CC[C@]12CCCN3CCc4c(n(c5ccccc45)[C@](O)(C(=O)OC)C1)[C@@H]32
  A = . | B = . | C = . | D = -2

[2] CCc1cccc(CC)c1NC(=O)CN(CC(=O)O)CC(=O)O
  A = . | B = . | C = . | D = -1

[10] Cn1ccc2cc3c(cc21)CCN3C(=O)Nc1cccnc1
  A = . | B = . | C = . | D = 2

[14] CN(C)C/C=C(\c1ccc(Br)cc1)c1cccnc1
  A = . | B = . | C = . | D = -1

Screening results deposited in PubChem by several laboratories.
